TMEM16A inh – mouse TMEM16A channel inhibition, primary screen; Q8BHY3; HEK293 TMEM16A/YFP iodide influx fluorescence, ionomycin; normalized B-score (activity score, 25-100; higher = stronger inhibition) at 10 µM; hit rate 1.2% among 310,000;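 active = ratio plate-corrected score three or more library SD toward inhibition, starting fluorescence score within five deviations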;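 note: score derived from kinetic fluorescence span divided by baseline fluorescence per well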
MrgX1 agonist – activates human MrgX1 receptor signaling | B-score at 10 µM | MrgX1-HEK293 cells, Fluo-4 calcium fluorescence, agonist mode; stronger effect = higher value | Q96LB2 | hit rate 0.44% among 310,000;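 active = calcium response B-score plate-corrected fluorescence ratio at least 3 library SD, with starting fluorescence B-score inside 5 SD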
Target sequence (Q96LB2 whole entry, looked up): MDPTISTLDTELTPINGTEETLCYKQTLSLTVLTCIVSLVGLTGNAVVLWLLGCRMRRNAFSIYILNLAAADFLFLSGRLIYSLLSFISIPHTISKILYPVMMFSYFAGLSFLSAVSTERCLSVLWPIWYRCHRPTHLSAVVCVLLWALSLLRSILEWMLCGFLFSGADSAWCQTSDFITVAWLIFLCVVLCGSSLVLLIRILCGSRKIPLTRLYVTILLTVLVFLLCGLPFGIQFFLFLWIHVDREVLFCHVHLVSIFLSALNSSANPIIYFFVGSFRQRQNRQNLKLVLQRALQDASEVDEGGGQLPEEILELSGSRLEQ
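Test system: Stable human MrgX1 HEK293 cell line | Schedule: Overnight plating before 1 h dye loading | Read-out basis: Baseline-normalised fluorescence change ratio, B-scored | Detection: Kinetic calcium dye fluorescence, Fluo-4 NW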
KCNQ1 block – blocks the human KCNQ1 potassium channel. B-score at 10 µM. hit rate 1.3% among 310,000. P51787. CHO-K1 KCNQ1, FluxOR thallium flux fluorescence; stronger effect = higher value;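 active = compounds whose thallium flux B-score, printed positive for inhibition, exceeds three library SD while starting fluorescence stays within three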;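 note: channel opened by potassium depolarization with thallium stimulus after 20 min compound exposure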
TMEM16A act – activates or potentiates the mouse TMEM16A chloride channel | Q8BHY3 | HEK293 TMEM16A/YFP-H148Q/I152L, iodide quench fluorescence; stronger effect = lower value | B-score at 10 µM | hit rate 0.3% among 340,000 | AID 623877;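 active = fluorescence-ratio B-score plate-corrected deviation score at least 3 library SD below zero, with starting fluorescence score within 5 deviations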;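 note: channel opened by trigger with iodide after compound preincubation; score built on the fluorescence ratio of max minus min over baseline; more negative score means more quench and so TMEM16A activation or potentiation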
KCNQ1 act – potentiators or activators of human KCNQ1 potassium channel | P51787 | CHO-K1 KCNQ1, thallium flux FluxOR fluorescence; stronger effect = higher value | B-score at 10 µM | hit rate 0.35% among 310,000;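 active = fluorescence ratio B-score, a plate-corrected score, at least three library SD, with initial intensity B-score within 5 SD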
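Material: CHO-K1 cells stably expressing KCNQ1. Medium: assay buffer for compound exposure, DMSO matched across wells. Reagent: K+/Tl+ depolarizing stimulus. Compound dosing: single-concentration screen. Times: 37 °C overnight plating, 90-min dark dye load, 20-min compound pretreatment. Technique: FluxOR Tl+ flux fluorescence.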
KCNK3 block – human KCNK3 channel inhibition, primary screen; CHO-KCNK3 thallium flux, FluxOR fluorescence; stronger effect = lower value; O14649; AID 602410; B-score at 10 µM; hit rate 0.84% among 340,000;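 active = B-score under library mean minus 4 SD, starting fluorescence ratio at most library mean plus 5 SD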;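 note: more negative B-score means stronger inhibition of thallium flux through KCNK3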
Target sequence (O14649 whole entry, looked up): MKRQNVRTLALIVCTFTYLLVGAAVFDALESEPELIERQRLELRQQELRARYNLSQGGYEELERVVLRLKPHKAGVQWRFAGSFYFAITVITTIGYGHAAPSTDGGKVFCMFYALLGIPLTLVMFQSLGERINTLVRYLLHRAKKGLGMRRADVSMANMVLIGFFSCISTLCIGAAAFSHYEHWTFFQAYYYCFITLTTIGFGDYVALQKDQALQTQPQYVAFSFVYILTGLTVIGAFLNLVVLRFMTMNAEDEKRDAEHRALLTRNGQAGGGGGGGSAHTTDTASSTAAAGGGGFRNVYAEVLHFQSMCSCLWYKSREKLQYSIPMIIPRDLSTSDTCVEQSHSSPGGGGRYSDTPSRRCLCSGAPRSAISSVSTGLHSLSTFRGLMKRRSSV
MrgX1 allo act – allosterically activates human MrgX1 receptor signaling | hit rate 0.63% among 310,000 | AID 588675 | B-score at 10 µM | MrgX1-HEK293, Fluo-4 calcium flux, FDSS; stronger effect = higher value;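 active = plate-corrected calcium response at least 3 library SD above typical, normal starting fluorescence, not activating the receptor alone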;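 note: compound read alongside a low EC10 to EC30 dose of BAM8-22 agonist; peak minus trough fluorescence over baseline measured at the second addition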
RGS4 inh – inhibitors of human RGS4 | P49798 | HEK293 M3R/RGS4 inducible, Fluo-4 calcium flux; stronger effect = higher value; triggered by carbachol at its EC20 | B-score at 10 µM | hit rate 0.45% among 310,000 | AID 463165;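 active = B-score, a plate-corrected calcium signal, over three deviations above library mean, with baseline fluorescence within five deviations of library mean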;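 note: RGS4 expression induced by doxycycline in cells with stable M3 receptor; B-score is computed from the integrated fluorescence ratio over baseline after carbachol; higher B-score means a larger calcium signal and so more RGS4 inhibition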
Target sequence (P49798 whole entry, looked up): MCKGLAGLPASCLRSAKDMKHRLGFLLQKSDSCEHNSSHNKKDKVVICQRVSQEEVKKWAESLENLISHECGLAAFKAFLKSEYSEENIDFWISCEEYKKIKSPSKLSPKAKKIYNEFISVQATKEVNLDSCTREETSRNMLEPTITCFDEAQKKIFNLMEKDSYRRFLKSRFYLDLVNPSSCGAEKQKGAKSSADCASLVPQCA
hERG protect – compounds protecting human hERG from proarrhythmic drug block | Q12809 | CHO-hERG, FluxOR thallium flux, dofetilide IC70 present | AID 1511 | activation (rescue from dofetilide block), less the hit threshold, % at 10 µM | hit rate 0.51% among 310,000;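 active = activation above the mean of controls blocked by dofetilide plus 5 SD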;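 note: thallium influx through hERG after potassium depolarization seen as dye fluorescence rise; in these data hits start at about 4.7%; inactives centre near -7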
KCNK9 inh – human KCNK9 channel inhibition; Q9NPC2; B-score at 10 µM; HEK293 KCNK9, FluxOR thallium flux fluorescence; stronger effect = lower value; AID 488922; hit rate 1.2% among 310,000;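 active = ratio B-score over 3 SD below the library mean, with starting fluorescence within 5 SD of its mean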;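 note: negative B-score means less thallium flux so channel inhibition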
RGS4 pot – potentiators or activators of RGS4. HEK293 M3R/inducible RGS4, carbachol calcium flux Fluo4; stronger effect = lower value. B-score at 10 µM. hit rate 0.92% among 310,000. AID 463111;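 active = B-score of the integrated calcium signal more than 4 SD below the library mean, with starting fluorescence not abnormally high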;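 note: negative B-score means reduced calcium response which marks RGS4 activation or potentiation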
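System – HEK293 FlpIn-TREx cells, stable M3R, doxycycline-inducible RGS4 · Reagent – ECmax carbachol challenge · Times – compound preincubation 20 min at room temperature before agonist · Technique – Fluo4 fluorescence kinetic imaging of calcium · Measure – B score of integrated Fluo4 ratio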
* marks the source's active call; other numbers are inactive results; i = inactive; x = not tested or not shown. Not a hit list (roughly 6.3% active in at least one column).

SMILES | TMEM16A inh | MrgX1 agonist | KCNQ1 block | TMEM16A act | KCNQ1 act | KCNK3 block | MrgX1 allo act | RGS4 inh | hERG protect | KCNK9 inh | RGS4 pot
O=C1C2C3CC(C(Br)C3Br)C2C(=O)N1CC1CCCO1 (stereo not drawn) | i | i | i | i | i | i | i | i | -8 | i | i
CNC(=O)c1cc2c(=O)n3cc(C)ccc3nc2n(C(C)C)c1=N | i | i | i | x | i | i | i | i | -14 | i | i
NC(=O)c1ccc(C(=O)N/N=C/c2cccc(Oc3ccccc3)c2)cc1 | i | i | i | i | i | i | i | i | -13 | i | i
CCOC(=O)c1ccn(-c2nc(-c3ccco3)cc(C(F)(F)F)n2)n1 | i | i | i | i | i | i | i | i | -10 | i | i
Cc1ccc(N2CN(CCC3=CCCCC3)CNC2=S)cc1 | i | i | i | i | i | i | i | i | -11 | i | i
O=C(c1ccccc1)N1CCC(c2nc(-c3ccc(S(=O)(=O)N4CCOCC4)cc3)no2)CC1 | i | i | i | i | i | i | i | i | -10 | i | i
O=C(c1cc2nc(-c3cccs3)cc(C(F)(F)F)n2n1)N1CCCc2ccccc21 | i | i | i | i | i | i | i | i | -4 | i | i
Cc1ccc(S(=O)(=O)C2CCCCC2=O)cc1 (stereo not drawn) | i | i | i | i | i | i | i | i | -12 | i | i
O=C(c1ccccc1Br)N1CCC(c2nc3ccccc3s2)CC1 | i | i | i | i | i | i | i | i | -22 | i | i
O=C(N/N=C/c1cccnc1)c1ccccc1Cl | i | i | i | i | i | i | i | i | 1 | i | i
CC(C)(CNC(=O)CCC1CCCC1)CNC(=O)CCC1CCCC1 | i | i | i | i | i | i | i | i | -3 | i | i
O=C(O)c1cccc(-n2nc(-c3ccc(Cl)c([N+](=O)[O-])c3)c3ccccc3c2=O)c1 | i | i | i | i | i | i | i | i | -7 | i | i
O=C(Cc1ccccc1[N+](=O)[O-])N1CCN(S(=O)(=O)c2ccccc2)CC1 | i | i | i | i | i | i | i | i | -8 | i | i
CSc1nc2ccc(S(=O)(=O)N3CCc4ccccc43)cc2s1 | i | i | i | i | i | i | i | i | 2 | i | i
O=C(O)c1ccc(CNC(=O)C2CCCN2C(=O)OCc2ccccc2)cc1 (stereo not drawn) | i | i | i | i | i | i | i | i | -7 | i | i
CN(CC(=O)Nc1ccc(F)c(F)c1F)C(=O)C1CCN(C(=O)Nc2ccccc2)CC1 | i | i | i | i | i | i | i | i | -8 | i | i
COc1ccc(NC(=O)c2cccc(S(=O)(=O)N(C)c3ccccc3)c2)cn1 | i | i | i | i | i | i | i | i | -4 | i | i
COc1ccc(C2C(C(C)=O)=C(O)C(=O)N2c2cccnc2)c(OC)c1 (stereo not drawn) | i | i | i | i | i | i | i | i | -14 | i | i
COc1cccc(COC(=O)CSCC(=O)Nc2cccc(C)c2)c1OC | i | i | i | i | i | i | i | i | -20 | i | i
O=C(Nc1ccncc1)c1cc2ccccc2o1 | i | i | x | i | x | i | i | x | x | x | x
COc1ccc(N2CCN(C(=O)c3ccc4c(=O)n5c(nc4c3)CCCCC5)CC2)cc1 | i | i | i | i | i | i | i | i | -7 | i | i
CC(=O)c1ccccc1NC(=O)c1ccc(N2CCCC2=O)cc1 | i | i | i | i | i | i | i | i | -14 | i | i
O=C(NCC1CCN(c2ccc(S(=O)(=O)N3CCOCC3)cc2)CC1)c1ccc(Cl)cc1 | i | i | i | i | i | i | i | i | -8 | i | -11*
CCc1nnc(NC(=O)C2CSC3(C)CCC(=O)N23)s1 (stereo not drawn) | i | i | i | i | i | i | i | i | -9 | i | i
O=C(NNC(=O)c1oc2ccccc2c1-n1cccc1)c1ccco1 | i | i | i | i | i | i | i | i | -2 | i | i
CCC(C)NC(=O)c1ccccc1NC(=O)C1COc2ccccc2O1 (stereo not drawn) | i | i | i | i | i | i | i | i | -10 | i | i
Cn1nnc2cc(C(=O)N3CCCCCC3)ccc21 | i | i | i | i | i | i | i | i | -8 | i | i
CC(=O)Nc1ccc(OCc2nnc(-c3ccc(Cl)cc3)o2)cc1 | i | i | i | i | i | i | i | i | -22 | i | i
C/C(=N\Nc1cc(-c2ccccc2)nc(-c2ccc(Br)cc2)n1)c1cccc(N)c1 | i | i | i | i | i | i | i | i | -10 | i | i
COc1cccc(CNC(=O)C2(C)Oc3ccccc3NC2=O)c1 (stereo not drawn) | i | i | i | i | i | i | i | i | -9 | i | i
CN1CCN(c2ccc(S(=O)(=O)N3CCOCC3)cc2NC(=O)CCc2ccccc2)CC1 | i | i | i | i | i | i | i | i | -16 | i | i
COc1cc(OC)cc(C(=O)NNC(=O)NC2CCCCC2)c1 | i | i | i | i | i | i | i | i | -8 | i | i
COc1ccc(Br)cc1/C=C/C(=O)NC(=S)Nc1ccc(Cl)c(C(=O)O)c1 | i | i | i | i | i | i | i | i | -43 | i | i
S=C(Nc1ccc(Cl)cc1)Nc1ccc2c(c1)OCCO2 | i | i | i | i | i | i | i | i | -8 | i | i
COc1ccccc1CNC(=S)NCc1ccc(Cl)cc1 | i | i | i | i | i | i | i | i | -7 | i | i
CC(=O)Nc1ccc(NC(=O)COc2ccc(S(=O)(=O)N3CCCC3)cc2C)cc1 | i | i | i | i | i | i | i | i | -6 | i | i
Cc1cc2ncn(C(=O)N3CCOCC3)c2cc1C | i | i | i | i | i | i | i | i | 0 | i | i
Cc1cc(-c2nnc(SCC(=O)NC3CCCC3)o2)no1 | i | i | i | i | i | i | i | i | -5 | i | i
CC(=O)c1ccccc1OC(=O)COc1ccc([N+](=O)[O-])cc1 | i | i | i | i | i | i | i | i | -9 | i | i
CN(C)CCCN1C(=O)C2CCc3[nH]c4ccccc4c3C2C1=O (stereo not drawn) | i | i | i | i | i | i | i | i | -12 | i | i
O=c1c(-c2ccccc2)coc2c(CN3CCOCC3)c(O)ccc12 | i | i | i | i | i | i | i | i | -5 | i | i
COc1ccc(NS(=O)(=O)NC(=O)c2c[nH]c3ccccc23)cc1 | i | i | i | i | i | i | i | i | -10 | i | i
CO/N=C(/CS(=O)Cc1ccc(Cl)cc1)c1ccc(Cl)cc1 (stereo not drawn) | i | i | i | i | i | i | i | i | -3 | i | i
O=C1COc2ccccc2CN1 | i | i | i | i | i | i | i | i | -7 | i | i
Cc1nnc(NC(=O)C2CC(=O)N(C(C)c3ccccc3)C2)s1 (stereo not drawn) | i | i | i | i | i | i | i | i | -10 | i | i
Cc1cccc(C)c1NC1=C(Cl)C(=O)OC1OC(=O)c1ccccc1 (stereo not drawn) | i | i | i | i | i | i | i | i | -11 | i | i
CC1CCc2nc(NC(=O)CCSc3ccccc3)sc2C1 (stereo not drawn) | i | i | i | i | i | i | i | i | -11 | i | i
COC(C(=O)Nc1ccc(C(C)=O)cc1)c1ccccc1 (stereo not drawn) | i | i | i | i | i | i | i | i | -4 | i | i
CNC(=O)C1CCC(=O)N1Cc1ccc(C)cc1 (stereo not drawn) | i | i | i | i | i | i | i | i | -4 | i | i
O=C(CCNS(=O)(=O)c1ccc2[nH]c(=O)oc2c1)NCc1ccccc1 | i | i | i | i | i | i | i | i | -3 | i | i

Next part.
SMILES | TMEM16A inh | MrgX1 agonist | KCNQ1 block | TMEM16A act | KCNQ1 act | KCNK3 block | MrgX1 allo act | RGS4 inh | hERG protect | KCNK9 inh | RGS4 pot
CCOc1ccccc1NC(=O)N1C2CCCC1CC(NC(=O)C1CC1)C2 (stereo not drawn) | i | i | i | i | i | i | i | i | -5 | i | i
COC(=O)CSc1nc2c(c(-c3ccc(O)cc3)c1C#N)CCCC2 | i | i | i | i | i | i | i | i | -8 | i | i
COc1ccc(NC(=O)c2cc3c(Cl)nc4ccccc4c3s2)c(OC)c1 | i | i | i | i | i | i | i | i | -12 | i | i
CCCOC(=O)c1ccc(N2C(=O)c3ccccc3C2=O)cc1 | i | i | i | i | i | i | i | i | -6 | i | i
Cc1ccc2nc(-c3ccc(N4C(=N)SC5CS(=O)(=O)CC54)cc3)sc2c1 (stereo not drawn) | i | i | i | i | i | i | i | i | -8 | i | i
CSc1ccc(/C=C(\NC(=O)c2ccco2)C(=O)N2CCCCC2)cc1 | i | i | i | i | i | i | i | i | -1 | i | i
COc1cccc(N(CC(=O)NCCSCc2ccco2)S(=O)(=O)c2ccccc2)c1 | i | i | i | i | i | i | 7.2* | i | -9 | i | i
O=C(NCc1cccnc1)c1ccccc1-c1nc(-c2ccccc2)no1 | i | i | i | i | i | i | i | i | -11 | i | i
O=C(c1ccc(N2C(=O)c3ccccc3C2=O)cc1)N1CCCCC1 | i | i | i | i | i | i | i | i | -10 | i | i
COC(=O)CN1C(=O)[C@H]2[C@@H](c3ccc(C)o3)N3C(=O)CN(CC4CC4)C(=O)[C@@]3(Cc3ccccc3)[C@H]2C1=O | i | i | i | i | i | i | i | i | 0 | i | i
O=[N+]([O-])c1ccc(COc2ccc(-c3[nH]ncc3-c3ccc(Cl)cc3)c(O)c2)cc1 | i | i | i | i | i | i | i | i | -8 | i | i
COc1cccc(/C=N/NC(=O)c2[nH]nc3c2CCc2ccccc2-3)c1O | i | i | i | i | i | i | i | i | -5 | i | i
CCOC(=O)CN1C(=O)C(CC)Oc2ccc(Cl)cc21 (stereo not drawn) | i | i | i | i | i | i | i | i | -13 | i | i
N#C/C(=N\Nc1ccccc1)C(=N)N1CCCCCC1 | i | i | i | i | i | i | i | i | -10 | i | i
CCOC(=O)CC(NC(=O)Cn1nnc(-c2ccccc2)n1)c1ccc(OC)cc1 (stereo not drawn) | i | i | i | i | i | i | i | i | -8 | i | i
O=C(c1ccccc1Cl)N1CCSCC1 | i | i | i | i | i | i | i | i | -8 | i | i
Nc1ncnc(Sc2ccc(Cl)cc2)c1[N+](=O)[O-] | i | i | i | i | i | i | i | i | -3 | i | i
O=C(NCc1ccc2[nH]c3c(c2c1)CCCC3)N1CCOCC1 | i | i | i | x | i | x | i | i | -14 | i | i
O=C(NCCCN1CCOCC1)c1cc(C(=O)C2CC2)c[nH]1 | i | i | i | i | i | i | i | i | -10 | i | i
